GSH fluor: GSH bead compound fluorescence profile; fluorescence (KMESF) at 10 µM; GSH beads flow cytometry, compound fluorescence 488/530 nm; stronger effect = higher value; actives 0.25% (n = 190,000); AID 1776; in the data active = fluorescence above about 89;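 also: glutathione beads carrying GST-tagged Bcl family fusion proteins plus one bare bead set; values are compound well signal with DMSO vehicle wells as background; inactives centre near 16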
Bim-Bfl-1: human Bim-Bfl-1 interaction inhibition; inhibition, % at 10 µM; Q16548; AID 1008; Bead-based flow cytometry, Bim-Bfl-1 binding inhibition; actives 0.12% (n = 190,000);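 also: 0% = wells without compound plus tracer and 100% = blocker peptide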
Bcl-XL Bim block: inhibitors of Bim-Bcl-XL interaction, human. Q07817. actives 0.04% (n = 190,000). inhibition, % at 10 µM. Bim peptide-Bcl-XL binding, bead flow cytometry, fluorescence. AID 1007
Target sequence (Q07817 whole entry, looked up): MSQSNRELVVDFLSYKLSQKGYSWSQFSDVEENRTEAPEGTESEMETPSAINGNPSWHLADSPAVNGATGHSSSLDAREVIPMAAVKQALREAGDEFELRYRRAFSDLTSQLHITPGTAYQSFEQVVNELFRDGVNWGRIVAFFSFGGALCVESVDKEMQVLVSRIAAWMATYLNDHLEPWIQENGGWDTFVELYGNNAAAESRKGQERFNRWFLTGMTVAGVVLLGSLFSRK
ABCB1 block: blocks JC-1 efflux by human ABCB1 transporter | P08183 | CCRF-Adr cells, flow cytometry | inhibition, % at 6.6 µM | actives 0.067% (n = 190,000) | AID 1326; in the data active = inhibition above about 40%;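 also: 0% = vehicle and 100% = reference inhibitor; higher value means more JC-1 retained so stronger ABCB1 efflux block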
RGS7-Gao: modulates binding of RGS7 to human Galphao; binding response (% of control), % at 10 µM; actives 0.35% (n = 220,000); AID 1439; Multiplexed bead flow cytometry; actives lie on both sides; P09471; in the data active = binding response below about 49% or above about 150%; inconclusive = no clear call, values can overlap the other calls; inactive = in between;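 also: fluorescent Galphao held in activated GDP-AlF4 state binding bead-coupled RGS7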
Target sequence (P09471 whole entry, looked up): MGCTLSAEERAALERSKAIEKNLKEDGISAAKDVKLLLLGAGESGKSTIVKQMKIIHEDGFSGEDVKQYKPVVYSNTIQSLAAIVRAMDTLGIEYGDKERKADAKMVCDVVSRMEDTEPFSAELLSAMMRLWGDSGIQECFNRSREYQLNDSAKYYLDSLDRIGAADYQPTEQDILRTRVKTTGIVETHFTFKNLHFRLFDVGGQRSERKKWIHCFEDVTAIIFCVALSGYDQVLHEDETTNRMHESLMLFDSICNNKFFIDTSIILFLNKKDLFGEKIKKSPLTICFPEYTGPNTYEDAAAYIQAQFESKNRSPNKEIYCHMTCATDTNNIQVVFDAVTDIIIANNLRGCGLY
RGS8-Gao reg: human RGS8-Galphao interaction regulation; P09471; multiplexed bead flow cytometry, RGS8-Galphao binding; actives lie on both sides; response (percent of control binding), % at 10 µM; AID 1423; actives 0.34% (n = 220,000); in the data active = response below about 60% or above about 140%; inactive = in between;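 also: Galphao activated as the GDP aluminium fluoride complex binding bead-coupled RGS8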
Bcl-B Bim block: human Bim-Bcl-B interaction inhibition | Q9HD36 | bead-based flow cytometry, Bim peptide-Bcl-B binding | inhibition, % at 10 µM | actives 0.073% (n = 190,000) | AID 951;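 also: 0% = tracer peptide without compound and 100% = reference inhibitor peptide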
Target sequence (Q9HD36 whole entry, looked up): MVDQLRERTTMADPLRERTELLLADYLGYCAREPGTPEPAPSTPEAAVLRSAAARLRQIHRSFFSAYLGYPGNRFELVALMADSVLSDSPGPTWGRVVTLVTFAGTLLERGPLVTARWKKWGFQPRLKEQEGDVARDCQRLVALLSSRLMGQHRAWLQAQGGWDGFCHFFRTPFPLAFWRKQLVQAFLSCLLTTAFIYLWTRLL
Bim-Bcl-2: inhibitors of Bim-Bcl-2 interaction, human; actives 0.06% (n = 190,000); AID 950; inhibition, % at 10 µM; P10415; Bead-based flow cytometry, Bim peptide-Bcl-2 binding; in the data active = inhibition above about 40%; inconclusive = no clear call, values can overlap the other calls;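 also: 0% = no compound wells with probe peptide and 100% = reference peptide inhibitor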
ABCG2 inh: blocks JC-1 efflux by human ABCG2 transporter; IgMXP3 cells, flow cytometry; Q9UNQ0; inhibition, % at 6.6 µM; AID 1325; actives 0.1% (n = 190,000);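 active = inhibition above 80%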;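 also: 0% = DMSO and 100% = nicardipine control wells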
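Test system: IgMXP3 cells (ABCG2) mixed with DDAO far-red-labelled CCRF-Adr cells (ABCB1). Reagent: JC-1 transporter substrate. Compound dosing: single test compound dose, 6.6 µM final. Times: 10 min compound exposure, 25 °C. Detection: flow cytometry of retained JC-1 fluorescence. Read-out basis: efflux inhibition in percent versus controls. Controls: nicardipine and DMSO wells.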
Bcl-W Bim block: disrupts Bim peptide binding to human Bcl-W; Q92843; bead-based flow cytometry; inhibition, % at 10 µM; actives 0.02% (n = 190,000); AID 952;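 also: 0% = bound tracer without compound and 100% = peptide blocker; higher means less fluorescent Bim peptide bound to Bcl-W beads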
Target sequence (Q92843 whole entry, looked up): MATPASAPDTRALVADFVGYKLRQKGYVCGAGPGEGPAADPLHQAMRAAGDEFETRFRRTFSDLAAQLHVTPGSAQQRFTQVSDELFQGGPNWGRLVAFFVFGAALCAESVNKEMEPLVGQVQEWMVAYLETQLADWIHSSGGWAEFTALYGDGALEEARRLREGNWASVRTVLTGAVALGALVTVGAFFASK
RGS4-Gao reg: human RGS4-Galphao interaction regulation; P09471; Multiplexed bead flow cytometry, RGS4-Galphao binding; actives lie on both sides; binding response (% of control), % at 10 µM; actives 0.33% (n = 220,000); in the data active = binding response below about 49% or above about 150%; inactive = in between;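 also: fluorescent Galphao activated with aluminum fluoride binding bead-coupled RGS4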
Numbers without * were called inactive; ? = inconclusive; [ ] = remark or other dose. Rule as the data show it, unless noted: active = inhibition above about 40%.

SMILES	GSH fluor	Bim-Bfl-1	Bcl-XL Bim block	ABCB1 block	RGS7-Gao	RGS8-Gao reg	Bcl-B Bim block	Bim-Bcl-2	ABCG2 inh	Bcl-W Bim block	RGS4-Gao reg
O=C(Nc1ccc2c(c1)CCC2)C1CCN(c2c3c(nc4ncnn24)CCC3)CC1	36	-11	-8	-2.1	101	103	-10	-9	-2	-1	98
CC(C)c1ccc(N(CC(=O)Nc2ccc(S(=O)(=O)N3CCOCC3)cc2)S(C)(=O)=O)cc1	18	0	-2	-0.1	103	103	0	-4	0	0	103
COc1ccc(C(=O)CN2C(=O)c3ccccc3C2=O)c(OC)c1C	32	-13	-7	0.4	100	101	-11	-14	0	0	102
O=C(CSc1cccc[n+]1[O-])Nc1ccccc1Oc1ccccc1	15	3	-11	0.3	?	97	-47	-10	2	-8	102
Cc1cc(C)cc(N(C(C)C(=O)N2CCOCC2)S(C)(=O)=O)c1 (stereo not given)	13	2	-2	0.1	103	102	1	2	0	-2	104
CCC(C(=O)Nc1cnccn1)c1ccccc1 (stereo not given)	25	-1	2	0.4	98	92	1	0	1	-2	97
Cc1ccc(SCCC(=O)OC(C(=O)NC(N)=O)C(C)C)cc1 (stereo not given)	16	-4	-3	3.2	104	100	-3	-2	5	1	103
Cc1nnc(NC(=O)CSc2nnc(Cc3cccn3C)n2-c2cccc(C)c2C)s1	15	-2	-5	1.0	101	100	-8	-3	8	-3	103
O=c1oc2ccccc2c(N2CCOCC2)c1[N+](=O)[O-]	18	-10	-3	0.1	96	102	-6	-6	0	-2	95
Nc1c(-c2cccc(Cl)c2)cnn1-c1cccc(C(F)(F)F)c1	22	0	-1	-0.1	105	115	-1	0	1	0	109
CC(=O)Nc1cccc(NC(=O)c2c(-c3ccccc3)noc2C)c1	6	-1	0	0.2	105	102	3	1	3	-3	107
CN(c1ccccc1)S(=O)(=O)c1cc(C(=O)c2nccn2C)ccc1Cl	21	-1	-3	0.6	98	98	-4	-3	2	-5	95
Cn1nc(C(=O)Nc2ccc(S(=O)(=O)N3CCOCC3)cc2)c2ccccc2c1=O	16	-3	3	3.5	?	98	-2	0	9	0	103
Cc1csc2nc(=O)c3ccccc3n12	42	-6	11	0.3	88	96	3	-3	2	5	91
Cc1ccc(-n2nnc3ccccc3c2=O)cc1C	7	-2	-4	1.1	104	102	-2	0	4	-2	101
COCCn1c(C)cc(C(=O)CSc2ccc3ccccc3n2)c1C	6	-8	-3	1.0	77	86	-6	-5	5	-1	78
CCOc1ccccc1NC1c2ccccc2C(=O)N1Cc1ccco1 (stereo not given)	27	-9	0	0.5	100	100	-5	-8	5	1	98
O=C(N/N=C/c1ccc([N+](=O)[O-])o1)c1cccc(S(=O)(=O)N2CCOCC2)c1	12	4	-3	1.8	?	100	3	0	17	0	99
Cc1ccc(S(=O)(=O)NCC(=O)N(CC(=O)NC2CCCCC2)Cc2ccco2)cc1	6	-5	-6	0.7	96	96	-4	-3	1	-1	92
O=S(=O)(N1CCCCC1)N1CCN(c2ccccc2F)CC1	15	-2	-1	0.2	156*[activator]	104	-3	-1	2	0	105

Some of these compounds in order of molar mass, highest first:
SMILES	GSH fluor	Bim-Bfl-1	Bcl-XL Bim block	ABCB1 block	RGS7-Gao	RGS8-Gao reg	Bcl-B Bim block	Bim-Bcl-2	ABCG2 inh	Bcl-W Bim block	RGS4-Gao reg
CC(C)c1ccc(N(CC(=O)Nc2ccc(S(=O)(=O)N3CCOCC3)cc2)S(C)(=O)=O)cc1	18	0	-2	-0.1	103	103	0	-4	0	0	103
O=C(CSc1cccc[n+]1[O-])Nc1ccccc1Oc1ccccc1	15	3	-11	0.3	?	97	-47	-10	2	-8	102
CCOc1ccccc1NC1c2ccccc2C(=O)N1Cc1ccco1 (stereo not given)	27	-9	0	0.5	100	100	-5	-8	5	1	98
Cc1cc(C)cc(N(C(C)C(=O)N2CCOCC2)S(C)(=O)=O)c1 (stereo not given)	13	2	-2	0.1	103	102	1	2	0	-2	104
Cc1ccc(SCCC(=O)OC(C(=O)NC(N)=O)C(C)C)cc1 (stereo not given)	16	-4	-3	3.2	104	100	-3	-2	5	1	103
CC(=O)Nc1cccc(NC(=O)c2c(-c3ccccc3)noc2C)c1	6	-1	0	0.2	105	102	3	1	3	-3	107
O=S(=O)(N1CCCCC1)N1CCN(c2ccccc2F)CC1	15	-2	-1	0.2	156*[activator]	104	-3	-1	2	0	105
O=c1oc2ccccc2c(N2CCOCC2)c1[N+](=O)[O-]	18	-10	-3	0.1	96	102	-6	-6	0	-2	95
Cc1ccc(-n2nnc3ccccc3c2=O)cc1C	7	-2	-4	1.1	104	102	-2	0	4	-2	101
CCC(C(=O)Nc1cnccn1)c1ccccc1 (stereo not given)	25	-1	2	0.4	98	92	1	0	1	-2	97
Cc1csc2nc(=O)c3ccccc3n12	42	-6	11	0.3	88	96	3	-3	2	5	91

Other records
SMILES	GSH fluor	Bim-Bfl-1	Bcl-XL Bim block	ABCB1 block	RGS7-Gao	RGS8-Gao reg	Bcl-B Bim block	Bim-Bcl-2	ABCG2 inh	Bcl-W Bim block	RGS4-Gao reg
CCCOc1cc(CN2CCCCC2)cc(C(C)=O)c1	11	-3	-2	0.1	104	104	-2	-1	9	4	104
COC(=O)c1sccc1-c1ccc(/C=N/OCc2c(Cl)cccc2Cl)o1	12	-3	0	-0.4	100	101	2	-1	-1	2	100
O=C(c1ccc(N2C(=O)C3C4c5ccccc5C(c5ccccc54)C3C2=O)cc1)N1CCOCC1 (stereo not given)	6	0	0	0.3	106	105	-2	3	-3	0	103
COc1ccc2oc(=O)c(C(=O)NCc3ccco3)cc2c1	28	-1	-3	0.8	?	97	-9	-1	8	2	98
CCOc1cc(C2C(C(=O)OC)=C(C)N=C3SCCC(=O)N32)ccc1OC(C)=O (stereo not given)	32	-17	-26	-1.3	103	105	-8	-11	-1	-1	104
Cc1ccc(S(=O)(=O)Nc2nonc2C)cc1	33	-22	-10	0.5	31*	34*	-13	-12	5	-3	38*
Cc1nn(Cc2ccc(Cl)c(Cl)c2)c(C)c1NC(=O)c1noc2c1CCCCC2	27	-18	-4	2.9	100	101	-9	-11	23	0	103
C=CCC(NC(C)c1ccccc1)c1ccco1 (stereo not given)	16	0	4	0.6	101	100	1	-1	1	0	100
CC(C)(C)c1ccc(S(=O)(=O)NCC(=O)Nc2ccc(-c3nc4ccccc4s3)cc2)cc1	41	-9	-21	0.7	110	104	-7	-11	4	1	112
Cc1cc(C)n(CC(=O)N/N=C/c2cc(Br)cc([N+](=O)[O-])c2O)n1	9	-3	1	0.3	101	103	2	4	1	1	104
O=C(NNc1c(Cl)cc(Cl)cc1Cl)c1cccc([N+](=O)[O-])c1	10	1	-6	0.6	98	101	-5	-3	4	-4	101
Cc1cc(C)nc(/N=C2\NC(=O)CC(C(=O)O)N2c2ccc(Oc3ccccc3)cc2)n1 (stereo not given)	13	0	-2	0.6	98	99	0	-2	2	-6	101
COC(=O)Cn1c(=NC(=O)c2ccc(S(=O)(=O)N3CCc4ccccc4C3)cc2)sc2cc(OC)ccc21	10	-1	-2	-4.1	99	98	-1	1	-11	-2	99
O=C(Cn1cnc2scc(-c3ccccc3)c2c1=O)NCc1ccco1	10	-7	-6	0.0	94	102	-7	-1	1	-4	96
COc1cccc(C2CCCN2Cc2nc(-c3sccc3C)oc2C)c1 (stereo not given)	18	-4	0	0.6	102	102	0	0	4	0	99
COc1cccc(CN(C)C(=O)c2ccc3nccnc3c2)c1	27	-10	2	0.2	85	100	-4	-3	0	0	76
CCC(CC)c1nnc(NC(=O)C2CCCO2)s1 (stereo not given)	20	0	-3	1.4	90	97	-1	-6	15	-3	97
CC(C)(C)NC(=O)NC(=O)COC(=O)c1ccc(OC(F)(F)F)cc1	15	-12	-9	1.3	96	95	-9	-6	20	-7	95
COc1cccc(NC(=O)CN(C)CC(=O)Nc2ccc(Br)cc2)c1	14	-5	-2	1.8	100	103	-4	-3	7	-5	102
CC(C)OCCCn1c(=S)[nH]c2cc3c(cc2c1=O)OCO3	39	-7	-11	0.7	103	100	-7	-9	17	-6	104
COc1cc(OC)cc(C(=O)NCCn2ccc3ccccc32)c1	27	-7	0	0.2	94	97	-4	-7	6	2	93
CC(NC(=O)C(=O)NN=C1CCC(C(C)(C)C)CC1)c1ccccc1 (stereo not given)	22	0	-1	3.4	99	101	1	0	11	0	101
O=C(COc1ccccc1)Nc1cccc(-c2nc3cc4ccccc4cc3[nH]2)c1	9	-2	-1	-0.6	94	102	-4	-4	-2	-2	100
COCCn1cnnc1SCC(=O)Nc1sccc1C(N)=O	22	5	3	0.5	96	93	-1	-3	0	2	95
Cc1c(CCOC(=O)C23CC4CC(CC(C4)C2)C3)sc[n+]1CC#N	10	-1	-1	-0.7	101	98	-4	4	-1	-1	101
COc1ccc(NC(=O)Nc2cc3oc4ccccc4c3cc2OC)cc1	31	-16	-4	-0.4	105	99	-10	-14	-2	-1	102
CCOC(=O)c1c(C)[nH]c(C(=O)COC(=O)CCC(=O)c2ccc3c(c2)OCCO3)c1C	41	-10	-4	1.8	100	100	-7	-8	8	1	100
c1ccc2c(c1)nc(N1CCOCC1)c1nnnn12	24	-10	-2	0.2	99	97	-5	-12	1	2	99
Cn1ncc(Cl)c1C(=O)Nc1cc(C(F)(F)F)ccc1F	12	-5	-8	-0.1	103	103	-6	-3	3	-4	102
CCOc1ccccc1C(=O)Nc1ccccc1C(N)=O	24	-5	-12	0.1	100	99	-7	-5	32	-4	99
CNc1oc(-c2ccccc2Cl)nc1P(=O)(c1ccccc1)c1ccccc1	10	-7	-12	1.0	103	105	-9	-10	3	-6	98
c1ccc(Cc2noc(CN3CCN(Cc4ccc5c(c4)OCO5)CC3)n2)cc1	56	-13	-5	0.5	101	100	-3	-8	1	-4	98
CC(C)(C)C(C(Oc1ccc(Cl)cc1)n1cncn1)n1nnnc1C(c1cccc(Cl)c1)N1CCCCC1 (stereo not given)	13	1	-4	0.3	103	102	-3	4	0	-1	105
COc1ccc(OC)c(-c2c(=O)n(OCc3ccccc3Br)c3ccccc3[n+]2[O-])c1	14	2	-2	-0.9	92	100	-3	0	-2	-1	98
Cc1ccccc1NC(=O)Cn1c(=O)n(C)c2ccccc21	30	-2	-2	0.3	97	100	-1	-4	2	-2	101
CCc1ccc(-c2ccc(SCc3ccccn3)nn2)cc1	20	-5	-5	1.1	101	103	-6	0	9	-4	99
